From PubChem BioAssay
Dynein cargo inh – blocks dynein driven cargo transport along microtubules; 3617.4 mouse cells, GR-EGFP nuclear translocation imaging; test concentration mostly 20 µM; stimulated with dexamethasone, 1 µM; hits give low values; z-score, hits read low; actives 0.47% (n = 220,000); AID 1381;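 active = plate z-score of nuclear minus cytoplasmic receptor signal below a set negative limit, without overly bright fluorescence or cell loss, cut at about -3.5 in these data, passing the limit was not always enough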;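 also: z-score of nuclear minus cytoplasmic ring GR-EGFP intensity difference per well; some compounds called inactive have numbers as strong as hits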
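Also added: dexamethasone, 1.0 µM final. Medium: tet-free, stripped-serum medium. Detection: fixed, Hoechst-stained cells imaged at 10x for EGFP. Read-out: nuclear-to-cytoplasmic GR-EGFP distribution per well. Times: induction 48 h, compound 1 h, agonist 30 min.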
Autophagy HCS – modulators of autophagy; actives 0.98% (n = 190,000); AID 463193; MEF GFP-LC3 puncta imaging; test concentration mostly 10 µM; calls only at 10 µM (by protocol);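 active = percentage of spot-positive cells more than 3 SD above its plate mean, without a fluorescence outlier flag or 80% toxicity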;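 also: spot-positive cell cutoff set from DMSO-treated cells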
MT stabilizer – microtubule stabilizers in HeLa cells | HeLa tubulin immunostaining HCS, 24 h; share of cells brighter than vehicle mean+2SD | % tubulin-high responders, % at 10 µM | actives 0.83% (n = 200,000);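 active = plate Z-score above 3 for both tubulin-high and condensed-nucleus cell shares, with cell loss under 80%, at 10 µM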;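 also: anti alpha tubulin signal scored within the nucleus-defined area of each cell; some results filed as inactive read as strong as hits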
Dynein cargo inh cytoplasmic EGFP – recorded beside Dynein cargo inh, whose call it bears; z-score; measured here: cytoplasmic GR-EGFP intensity; hits give high values
Dynein cargo inh nuclear GR-EGFP – further read-out of Dynein cargo inh, marked with its call; z-score; measured here: nuclear GR-EGFP intensity;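 lower value marks the stronger effect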
Dynein cargo inh cell count – second read-out of Dynein cargo inh, no call of its own (marks repeat the call); z-score; measured here: cell count per field
MT stabilizer Hoechst-high % – also measured in MT stabilizer; calls as there; % Hoechst-high responders; measured here: nuclear condensation Hoechst responders;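 share of cells brighter than vehicle mean plus two SD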
MT stabilizer cytotoxicity % – recorded beside MT stabilizer, whose call it bears; toxicity, %; measured here: cytotoxicity by cell density;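 0% = mean cell density of plate MIN control wells and 100% = no cells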
Autophagy HCS cell loss 18 h – further read-out of Autophagy HCS, marked with its call; toxicity, %; measured here: cell loss, nuclei count;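 cell loss after 18 h compound exposure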
* marks the source's active call; other numbers are inactive results; i = inactive.

SMILES	Dynein cargo inh	Dynein cargo inh cytoplasmic EGFP	Dynein cargo inh nuclear GR-EGFP	Dynein cargo inh cell count	Autophagy HCS	Autophagy HCS cell loss 18 h	MT stabilizer	MT stabilizer Hoechst-high %	MT stabilizer cytotoxicity %
CC(CS(=O)(=O)c1ccc2ccccc2c1)N1CCN(C2CCCCC2)CC1 (configuration not stated)	-0.697	0.489	-0.157	0.867	i	33.8	4.0	2.5	4.2
CC(C)Sc1nnc2n(CCc3ccccc3)c(=O)c3c4c(sc3n12)COC(C)(C)C4	-0.011	-0.111	-0.0445	0.704	i	32.3	3.2	3.0	9.4
N#Cc1c(/N=C/c2cc(Br)cs2)sc2c1CCC2	-1.11	0.878	-0.487	1.27	i	-0.9	2.5	3.9	27.4
CCC1Cc2c(nc3c4c(nc(N5CCOCC5)c(C#N)c24)NC(C)=N3)O1 (configuration not stated)	-1.01	-0.246	-0.707	0.358	i	-2.6	3.0	2.8	8.4
Cc1cc(C)c2cc(CN(CC3CCCO3)C(=O)NC3CCCCC3)c(=O)[nH]c2c1 (configuration not stated)	0.724	-0.263	0.38	0.495	i	-5.3	3.9	2.6	9.9
CCN(CC)S(=O)(=O)c1ccc(OC)c(NC(=O)c2cccc([N+](=O)[O-])c2C)c1	0.943	-0.099	0.192	-1.37	i	16.2	3.2	1.3	5.8
CC1CCc2sc3c(c2C1)c1ncnn1c(=O)n3CC(=O)c1ccc(Br)cc1 (configuration not stated)	-0.372	-0.176	-0.222	0.522	i	4.5	2.4	2.1	3.7
COC(=O)c1sc(NC(=O)COc2ccc(OC)cc2)nc1C	-0.282	-0.173	-0.158	0.0385	i	3.1	5.5	2.5	3.5
O=C(O)c1ccc2c(c1)[C@@H]1C=CC[C@@H]1[C@H](c1ccccn1)N2	-0.0397	-0.127	0.264	0.28	i	5.8	5.1	3.5	1.5
COc1cc(OC)cc(-c2nnc(SCC(=O)Nc3cc(C)on3)o2)c1	0.0336	-0.255	0.343	-0.424	i	-2.9	3.2	2.0	6.3
CCCn1c(=N)n(CCOCCOCCn2c(=N)n(CCC)c3ccccc32)c2ccccc21	-0.712	-0.251	-0.152	0.34	i	21.7	3.2	2.6	7.3
CCc1nnc2n1N=C(c1ccc(-c3ccc(Cl)cc3Cl)o1)CS2	1.38	-0.21	1.2	-0.209	i	2.8	3.4	1.6	7.3
CSc1nc2c(c(-c3ccccc3)c1C#N)CCC2	-0.368	-0.29	-0.25	-0.127	i	1.4	3.0	1.4	4.2
COc1cc(C)ccc1OCCCOc1cc(C)ccc1Cl	1.51	-0.252	1.09	-1.03	i	-0.3	1.1	1.3	6.3
Cc1ccccc1-c1nnc(SCC(=O)Nc2c(C)n(C)n(-c3ccccc3)c2=O)o1	-0.0119	-0.183	0.178	-0.63	i	-2.8	2.1	2.2	5.5
Brc1ccc(-c2nnc(-c3cccnc3)c3conc23)cc1	-0.0999	-0.17	0.053	-0.0659	i	-5.7	4.2	2.5	5.3
COC(=O)CC(C(=O)Nc1cc(C(=O)OC)cc(C(=O)OC)c1)N1CCN(C)CC1 (configuration not stated)	-0.479	-0.272	0.0793	-0.14	i	-1.6	2.2	3.4	52.9
NC(Cc1ccc2nsnc2c1)C(=O)O (configuration not stated)	-0.98	-0.273	-0.518	1.1	i	-0.1	2.7	2.6	10.1
CCN1C(c2ccccc2)=C(c2ccccc2)S/C1=C\C=C1/SC(=S)N(C)C1=O	0.0715	0.24	0.308	0.746	i	-1.2	37.9	1.3	1.3
COC(=O)CNC(=O)c1ccccc1[N+](=O)[O-]	1.32	2.14	1.22	-1.27	i	-1.4	1.7	1.2	10.1
Cc1cc(N2CCC3(CC2)OCCO3)n2nc(C)c(-c3ccc(Cl)cc3)c2n1	-0.63	-0.225	-0.245	-0.392	i	-7.2	1.9	2.3	6.4
O=C1c2ccccc2C(=O)N1CCOc1ccccc1	0.111	-0.212	0.898	0.439	i	23.3	2.0	1.5	5.8
COc1ccc(-n2c(=O)c3c4c(sc3n3c(C)nnc23)CC(C)CC4)cc1 (configuration not stated)	-0.452	-0.0481	0.0989	0.809	i	-9.3	1.7	1.7	4.7
Cc1cccc(CCNS(=O)(=O)c2ccc(S(=O)(=O)N3CCC(C)CC3)cc2)c1	-0.46	-0.251	0.106	0.579	i	-10.5	4.4	2.3	7.4
Cc1cc(N2CCN(c3ccccn3)CC2)n2nc(C)nc2n1	-0.615	-0.265	-0.443	0.569	i	-2.4	3.1	1.9	2.8
Cc1ccc2nc3c(cc(C#N)c(=N)n3CCCN3CCOCC3)c(=O)n2c1	-0.931	-0.2	-0.699	1.04	i	-9.6	3.0	2.0	3.9
O=c1oc2ccc3ccccc3c2cc1-c1nc2ccccc2o1	-0.259	0.0672	0.204	0.909	i	10.4	2.0	1.5	4.7
COc1ccc(C2C3=C(CCCC3=O)Nc3nc4ccccc4n32)cc1OC (configuration not stated)	0.313	-0.127	0.548	0.901	i	4.1	2.2	2.0	2.7
CN1CCN(C(=O)c2ccc3c(=O)n(CCc4ccccc4)c(=S)[nH]c3c2)CC1	-0.659	-0.202	-0.276	0.541	i	-4.2	3.5	1.8	5.7
CCc1cc(=O)oc2c(C)c(OS(C)(=O)=O)ccc12	0.757	-0.165	0.214	-0.674	i	-4.3	9.2	3.2	3.9
Cc1nnc(-n2ncc(C#N)c2N)c2nn(-c3ccccc3F)c(C)c12	-0.459	0.894	-0.0671	-0.872	i	-5.7	3.8	1.7	5.1
Cc1cccc(NC(=O)c2c(O)c3cccc4c3n(c2=O)CC4)c1	-0.0155	-0.172	0.029	2.17	i	20.0	3.1	1.9	6.0
Cc1ccc(C(c2nnnn2C2CCCC2)N2CCN(c3nc4ccccc4s3)CC2)cc1 (configuration not stated)	-1.02	-0.185	-0.69	0.197	i	-0.6	2.7	1.4	8.2
COc1ccc(-c2c(C#N)c(N)nc3c2CCCC3)cc1OC	1.03	0.785	1.36	1.17	i	-4.3	2.7	2.1	4.2
Cn1c(OCc2cccnc2)nc2c1c(=O)n(Cc1ccc(Cl)cc1)c(=O)n2C	1.09	-0.198	0.482	-1.16	i	31.4	2.9	2.4	9.6
COc1ccc(-c2c(C#N)c(N)nc3c2c(=O)n(C)c(=O)n3C)cc1Cl	-0.665	-0.272	-0.556	1.51	i	-6.5	2.4	1.7	6.6
Cc1cc(C)c2nc(SCC(=O)Nc3ccccc3N3CCOCC3)c(C#N)cc2c1	1.74	0.254	0.712	-0.776	i	-0.4	5.0	1.9	7.1
COc1ccc2cc(C(c3nnnn3C3CCCCC3)N3CCCCCC3)c3nnnn3c2c1 (configuration not stated)	0.542	1.17	0.813	1.59	i	5.8	2.0	2.3	4.1
Cn1c(=O)c2nc(Cl)n(Cc3ccc(Cl)cc3Cl)c2n(C)c1=O	-0.941	-0.17	-0.264	-0.768	i	0.5	1.1	1.8	3.2
COc1cc(OC)cc(-c2nnc(SCC(=O)N3c4ccccc4Sc4ccccc43)o2)c1	0.914	0.432	0.881	-0.467	i	4.9	3.1	0.9	19.8
CN(C)CCCN1C(=O)C(=O)/C(=C(/O)c2ccc3c(c2)OCO3)C1c1ccco1 (configuration not stated)	-0.106	-0.261	0.237	0.187	i	3.9	2.9	3.4	33.1
O=C(Cc1ccccc1)NCC1COc2ccccc2O1 (configuration not stated)	1.19	-0.247	0.573	-0.318	i	-4.3	2.2	1.0	5.2
CCOC(=O)C1=C(c2ccccc2)N2CCN=C2S1	0.501	-0.272	0.436	0.737	i	2.4	2.0	1.3	1.5
CCOC(=O)c1c(NC(=O)c2csc(C)c2)sc(C(C)=O)c1C	0.152	-0.212	0.453	-0.438	i	-6.9	2.6	1.8	0.5
Clc1ccc(C(c2nnnn2C2CCCC2)N2CCN(c3nc4ccccc4s3)CC2)cc1 (configuration not stated)	-0.463	0.103	0.126	0.743	i	-2.8	2.0	1.3	3.9
CC(=O)Nc1ccccc1C(=O)C(=O)Nc1cccc(F)c1	0.782	-0.246	1.03	0.614	i	5.6	3.2	1.9	5.5
c1cncc(-c2nnc(SCCSc3nnc(-c4cccnc4)o3)o2)c1	-0.000998	-0.183	0.238	0.892	i	6.0	2.4	2.2	3.7
Cc1c(Cc2ccccc2)sc(NC(=O)Cc2ccccc2)c1C(N)=O	3.21	-0.231	1.66	-0.987	i	28.4	2.4	1.2	10.4
CCOC(=O)c1c(NC(C)=O)sc2c1C1CCN2CC1	1.95	0.0925	0.709	-0.48	i	-2.3	4.9	2.2	4.9
O=C(c1cc(-c2cccnc2)nc2ccc(Br)cc12)N1CCC2(CC1)OCCO2	-0.233	0.213	-0.0809	0.565	i	-3.9	2.6	1.7	4.1
CCN(CC)CCNc1ccc(Cl)cc1[N+](=O)[O-]	-0.39	-0.0474	0.198	-0.361	i	48.0	3.1	1.5	4.6
Cc1cc(C)cc(NC(=S)NCc2ccc3c(c2)OCO3)c1	1.41	-0.217	1.46	0.339	i	-28.5	1.1	2.1	8.2
COc1cccc(OCCOc2ccccc2[N+](=O)[O-])c1	2.4	-0.0215	1.66	-1.64	i	5.4	1.0	2.0	5.5
Cc1ccc(-c2noc(CN(C(=O)CCCN3C(=O)c4ccccc4C3=O)C(C)C)n2)cc1	0.0567	-0.236	0.608	1.14	i	-3.5	2.9	1.7	23.2
CCn1c(CNC(=O)c2ccccc2)nc2ccccc21	0.0695	4.42	1.39	-0.157	i	-0.5	1.0	1.3	3.5
CCC(c1nnnn1C(C)(C)C)N(Cc1cccs1)Cc1cc2cc(C)c(C)cc2n2nnnc12 (configuration not stated)	1.92	-0.151	1.02	-0.993	i	2.0	5.8	1.4	10.9
Cc1c(C(=O)NC(=S)Nc2ccc(NC(=O)c3cccs3)cc2)cccc1[N+](=O)[O-]	-0.542	-0.203	0.156	0.977	i	-35.9	2.3	1.4	4.2
CCN1C(=O)/C(=C2/Sc3ccc(OC)cc3N2C)SC1=Nc1ccc(C(C)=O)cc1	0.145	-0.16	-0.596	0.849	i	-8.2	3.7	1.4	4.5
O=C(CSc1nnc(-c2ccco2)n1-c1ccccc1)N1CCc2ccccc21	-2.24	2.85	-1.04	0.316	i	-4.8	3.1	1.1	4.0
CCOc1ccccc1C(=O)Nc1ccc(-c2nnc(-c3ccc(C)cc3)o2)cc1	-0.163	0.155	0.193	0.163	i	5.5	0.9	4.3	8.6

Record cards (already shown).
CC(=O)Nc1ccccc1C(=O)C(=O)Nc1cccc(F)c1 reads Dynein cargo inh: 0.782; Dynein cargo inh cytoplasmic EGFP: -0.246; Dynein cargo inh nuclear GR-EGFP: 1.03; Dynein cargo inh cell count: 0.614; Autophagy HCS: i; Autophagy HCS cell loss 18 h: 5.6; MT stabilizer: 3.2; MT stabilizer Hoechst-high %: 1.9; MT stabilizer cytotoxicity %: 5.5
Clc1ccc(C(c2nnnn2C2CCCC2)N2CCN(c3nc4ccccc4s3)CC2)cc1 (configuration not stated) reads Dynein cargo inh: -0.463; Dynein cargo inh cytoplasmic EGFP: 0.103; Dynein cargo inh nuclear GR-EGFP: 0.126; Dynein cargo inh cell count: 0.743; Autophagy HCS: i; Autophagy HCS cell loss 18 h: -2.8; MT stabilizer: 2.0; MT stabilizer Hoechst-high %: 1.3; MT stabilizer cytotoxicity %: 3.9
O=C(CSc1nnc(-c2ccco2)n1-c1ccccc1)N1CCc2ccccc21 reads Dynein cargo inh: -2.24; Dynein cargo inh cytoplasmic EGFP: 2.85; Dynein cargo inh nuclear GR-EGFP: -1.04; Dynein cargo inh cell count: 0.316; Autophagy HCS: i; Autophagy HCS cell loss 18 h: -4.8; MT stabilizer: 3.1; MT stabilizer Hoechst-high %: 1.1; MT stabilizer cytotoxicity %: 4.0

Next part.
SMILES	Dynein cargo inh	Dynein cargo inh cytoplasmic EGFP	Dynein cargo inh nuclear GR-EGFP	Dynein cargo inh cell count	Autophagy HCS	Autophagy HCS cell loss 18 h	MT stabilizer	MT stabilizer Hoechst-high %	MT stabilizer cytotoxicity %
O=C(NCc1cccs1)Nc1cccc(Cl)c1	-0.563	-0.187	-0.522	-0.166	i	-0.3	2.7	2.0	5.0
COc1cccc(NC(=O)c2nn(C)cc2Br)c1	1.15	0.0309	0.4	-0.939	i	2.5	2.5	1.8	5.8
CCOC(=O)Cc1csc(NC(=O)c2cnc3scc(C)n3c2=O)n1	-1.31	-0.124	-0.128	0.858	i	9.2	3.3	1.4	12.3
CCOC(=O)CN1C(=O)C(Sc2nnc(-c3ccccc3OC)s2)CCc2ccccc21 (configuration not stated)	0.305	-0.0328	0.37	-0.803	i	-1.3	1.4	1.9	5.7
O=C(ON=C1CCSCC1)c1ccccc1	-1.54	0.526	-0.684	1.09	i	-4.0	1.0	1.8	6.8

Some of the compounds tested, so the mix of outcomes need not match the whole.
